Compound activity as filed in PubChem BioAssay.
RBBP9 inhibitor – blocks human serine hydrolase RBBP9 | O75884 | recombinant RBBP9, FP-Rh probe fluorescence polarization | inhibition, % at 7.94 µM | actives 0.2% (n = 220,000) | AID 1515;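 active = inhibition above the campaign mean of all tested compounds plus 3 SD, cut at about 14% in these data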;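 note: plate controls were DMSO wells with RBBP9 for no effect and wells lacking RBBP9 protein for full effect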
Target sequence (O75884 whole entry, looked up): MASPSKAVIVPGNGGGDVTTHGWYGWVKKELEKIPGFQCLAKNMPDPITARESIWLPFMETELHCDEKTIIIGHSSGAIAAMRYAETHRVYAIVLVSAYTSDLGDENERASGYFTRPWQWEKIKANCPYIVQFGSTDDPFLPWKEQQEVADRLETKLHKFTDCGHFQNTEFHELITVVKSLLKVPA
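System: RBBP9 protein / Quantity: 2.5 µM RBBP9 dispensing solution, before mixing / Also added: Serine-hydrolase probe FP-Rh, 375 nM pre-mixing / Dosing: 7.94 µM single dose, 0.794% DMSO / Timing: enzyme-compound preincubation 30 min, then probe labeling 45 min, 25 °C / Signal: FP readout at 525/598 nm / Controls: DMSO-treated enzyme wells and wells lacking RBBP9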
p97 inhibitor – human p97 ATPase inhibition. P55072. recombinant p97 ATPase, Kinase-Glo ATP luminescence, 3 h. inhibition, % at 8 µM. actives 0.42% (n = 220,000); in the data active = inhibition above about 15%;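 note: 0% = DMSO vehicle and 100% = wells lacking enzyme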
TbHK1 inh – T. brucei hexokinase 1 inhibition; recombinant TbHK1, G6PDH-coupled NADH A340; inhibition, % at 10 µM; actives 0.11% (n = 220,000);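 active = inhibition of 50% or more in the single-dose primary screen; inactive = inhibition below 50%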
p47phox inh – blocks human p47phox regulatory protein of NADPH oxidases. actives 0.53% (n = 220,000). P14598. p47phox/p22phox peptide binding, fluorescence polarization, 2 h. inhibition, % at 24.7 µM;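 active = inhibition above about 30%, limit read from the data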;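 note: 0% = p47phox with labelled peptide and 100% = labelled peptide alone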
Target sequence (P14598 whole entry, looked up): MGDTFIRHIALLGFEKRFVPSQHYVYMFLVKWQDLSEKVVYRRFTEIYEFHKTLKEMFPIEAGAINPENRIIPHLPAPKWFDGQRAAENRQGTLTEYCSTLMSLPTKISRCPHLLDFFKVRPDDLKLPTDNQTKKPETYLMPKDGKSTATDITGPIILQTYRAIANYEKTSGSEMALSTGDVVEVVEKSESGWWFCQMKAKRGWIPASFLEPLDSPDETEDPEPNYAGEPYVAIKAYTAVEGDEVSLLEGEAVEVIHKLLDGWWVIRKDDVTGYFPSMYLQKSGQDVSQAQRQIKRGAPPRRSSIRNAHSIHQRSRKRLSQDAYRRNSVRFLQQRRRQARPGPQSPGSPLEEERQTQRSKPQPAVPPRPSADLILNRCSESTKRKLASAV
PGE2 EP2 inh – inhibitors of human EP2 prostaglandin E2 receptor | P43116 | C6 glioma cells expressing human EP2, cAMP TR-FRET; cells stimulated with saturating PGE2 | inhibition, % at 25 µM | actives 0.52% (n = 260,000);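 active = percent inhibition above 40 after rounding to a whole number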;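 note: rat C6 glioma host cells with rolipram phosphodiesterase inhibitor present; the protocol text gives 20 µM as final concentration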
Target sequence (P43116 whole entry, looked up): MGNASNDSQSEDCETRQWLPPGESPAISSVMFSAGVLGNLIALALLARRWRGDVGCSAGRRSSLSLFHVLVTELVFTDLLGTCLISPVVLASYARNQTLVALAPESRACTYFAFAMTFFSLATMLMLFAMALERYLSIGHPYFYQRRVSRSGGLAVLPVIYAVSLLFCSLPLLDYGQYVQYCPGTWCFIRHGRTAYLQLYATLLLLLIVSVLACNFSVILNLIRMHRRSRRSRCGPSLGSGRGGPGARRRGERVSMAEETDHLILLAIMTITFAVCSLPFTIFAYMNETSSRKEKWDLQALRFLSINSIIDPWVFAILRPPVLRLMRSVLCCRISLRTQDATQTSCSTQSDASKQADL
Furin inh – inhibitors of human furin; P09958; purified furin, fluorogenic substrate cleavage; inhibition, % at 30 µM; actives 0.061% (n = 220,000); AID 463115; in the data active = inhibition above about 25%; note: inactives centre near -15
BaF3 tox – reduces parental Ba/F3 cell viability, JAK2V617F counter-screen. CellTiter-Glo ATP luminescence. inhibition, % at 5.6 µM. actives 1.1% (n = 220,000). AID 1486;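 active = inhibition above a per-campaign cutoff, the mean inhibition of all tested compounds plus 3 SD, cut at about 27% in these data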;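 note: 0% = DMSO wells and 100% = JAK Inhibitor I control wells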
Ba/F3 V617F tox – loss of viability in JAK2V617F-driven Ba/F3 cells | Ba/F3 EpoR-JAK2V617F viability, ATP luminescence | inhibition, % at 5.6 µM | actives 1.1% (n = 220,000);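 active = inhibition above the campaign mean plus 3 SD over all tested compounds, cut at about 24% in these data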;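 note: cytokine-independent growth of Ba/F3 cells driven by EpoR plus mutant JAK2; 0% = DMSO-treated cells and 100% = JAK inhibitor I control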
PPC-1+TRAIL kill – PPC-1 cancer cell killing with TRAIL present; PPC-1 cells + TRAIL, ATPLite viability luminescence; cell killing (% activity), % at 4 µM; actives 0.41% (n = 220,000); AID 1443;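 active = cell killing above 50% in the first pass at 4 µM, then a duplicate retest at 5 µM averaging 50% or more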;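 note: plate controls were cells with TRAIL plus DMSO for no effect and medium-only wells lacking cells for full effect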
Numbers without * were called inactive; nt = not tested or not shown; + = active, no number; & = joins results of further samples; [ ] = another dose, or the depositor's remark. These rows are one share of the data; rates above refer to the full screens.

SMILES	RBBP9 inhibitor	p97 inhibitor	TbHK1 inh	p47phox inh	PGE2 EP2 inh	Furin inh	BaF3 tox	Ba/F3 V617F tox	PPC-1+TRAIL kill
O=C(CCc1ccccc1)OCC(=O)c1ccc(Br)cc1	-13	3	10	-6	6	-25	2	-2	6
O=C(CNC(=S)NC(=O)c1ccccc1Br)c1ccccc1	5	2	7	1	2	-6	8	6	-7
Cc1cccc(C)c1NC(=S)N/N=C/c1ccc(C(=O)O)cc1	-3	1	-59	-16	13	18	1	1	15
CC(C)NC(=O)CCCC(=O)NC(C)C	2	7	32	-7	5	-22	6	-1	14
CCOC(=O)c1ccc(NC(=O)CCOc2ccc(OC)cc2)cc1	-12	-11	-4	-2	9	-10[20 µM]	2	1	16
Cc1ccc(Nc2nc(CSc3nnc(-c4ccncc4)n3C)cs2)cc1	-1	4	-4	-30	4	-15	8	-3	72*
CC(Oc1ccccc1)c1ccn[nH]1 (stereo not given)	-7	-1	8	3	12	-12	5	1	8
Cc1ccccc1OCc1nnc(SCC(=O)NCc2ccco2)n1C	-2	-4	-4	+	8&6	-12	-2	3	15
O=C(Nc1ncc([N+](=O)[O-])s1)c1cccc([N+](=O)[O-])c1	2	0	-3	-19	7	-18	-2	1	17
O=c1[nH]nc(CNc2cccc(C(F)(F)F)c2)c2ccccc12	-6	-6	-2	-1	-1	-18	8	2	-18
O=C(Cn1ncc2c1-c1ccccc1OC2)N1CCc2ccccc21	1	0	-1	-11	9	-9	4	-1	6
CCn1c(SCC(=O)Nc2ccc(C)cc2)nc2nc3c(cc2c1=O)CCCC3	-4	2	-10	10	5	-8	1	-1	19
CCc1ccccc1NC(=O)c1ccc(Cn2cc([N+](=O)[O-])cn2)cc1	-3	2	0	-11	8	-24	1	-5	25
CCC(C)C(=O)NCCc1ccc(S(N)(=O)=O)cc1 (stereo not given)	-4	2	-5	-13	17	-19	5	0	7
Cc1nc(OCc2c(C)noc2C)c2ccccc2n1	-1	4	0	5	10	-20	1	-5	7
Cc1nc2ccccc2n1C1CCN(CC(=O)NCc2ccc(F)cc2)CC1	-7	1	0	-10	12	-23	4	-2	27
CCc1ccc(C(=O)NC(=S)Nc2ccc(N3CCOCC3)cc2)cc1	-4	-2	2	0	4	-5	3	3	30
CC(=O)Oc1cccc(N2C(=O)c3ccc(C(=O)O)cc3C2=O)c1	-10	-4	-1	-2	10	-26	7	3	13
O=C(Nc1cccc(Cl)c1)NC1CCCCC1	-11	4	4	-6	5	-18	0	-3	-12
O=C(c1ccc(F)cc1)N1CCN(Cc2ccccc2Br)CC1	0	-3	-5	15	16	-27[20 µM]	3	-1	11
CC(=O)C1=NN(c2ccccc2)C(c2cccs2)N1c1ccc(N(C)C)cc1 (stereo not given)	-1	3	-7	-13	2	-12[20 µM]	70*	81*	11
CCCNC(=O)COc1cccc(C(=O)NCc2ccccc2)c1	-4	-1	-8	-5	7	-16	0	-3	1
COc1ccc(NC(=O)c2ccccc2NC(=O)NC2CCCCC2)cc1	-5	-3	1	-14	5	-80[20 µM]	11	4	-5
CCOC(=O)CC(=O)Nc1ccn[nH]1	-2	7	-5	1	11	-13	-3	-2	-10
COc1ccc(N2C3=C(CC4=C2CC(C)(C)CC4=O)C(=O)CC(C)(C)C3)cc1	5	2	1	-4	22	-6[20 µM]	-1	-1	14

(continued)
SMILES	RBBP9 inhibitor	p97 inhibitor	TbHK1 inh	p47phox inh	PGE2 EP2 inh	Furin inh	BaF3 tox	Ba/F3 V617F tox	PPC-1+TRAIL kill
COc1ccc(CCNC(=O)CCCOc2ccc(C)cc2)cc1OC	2	0	-4	-4	3	-19	-1	-3	17
CC(=O)Nc1ccc2nc(NC(=O)COc3ccccc3C)sc2c1	-5	3	1	-13	13&10	-23	4	0	-6
O=C(NCCCN1CCOCC1)c1ccc(Br)s1	-1	2	2	7	4	-19[20 µM]	-1	-5	38
Cc1ccc(S(=O)(=O)NCCCC(=O)O)cc1	-7	2	0	-9	3	-24	6	2	11
CC1Oc2ccccc2N(CC(=O)Nc2ccc3c(c2)OCO3)C1=O (stereo not given)	-7	3	49	-10	6	-9	3	0	9
CC1CC(C(F)(F)F)n2ncnc2N1 (stereo not given)	-7	0	-9	-11	21	-10	3	0	-5
Cc1ccc(C(=O)NC(=S)Nc2ccc(Oc3ccc(Cl)cc3)cc2)cc1	-9	0	-12	-12	5	-26[20 µM]	8	0	4
O=C(NCc1ccccc1)c1noc2c1CCCC2	-7	2	-3	4	8	-7	1	-1	16
COc1ccc(CNC(=O)[C@H](C)[C@@H]2C[C@@]2(C)[C@@H](NC(=O)OCc2ccccc2)c2ccccc2)cc1OC	-11	-3	0	-5	22	-12	13	0	30
CCC(=O)NCCNC(=O)c1c(SC)nsc1SC	-2	-3	37	-11	15	-8	1	0	11
CC(C)c1noc2ncc(C(=O)c3cc(Cl)cc(Cl)c3O)cc12	1	-6	-8	-14	12	-16[20 µM]	9	-2	-21
Oc1ccccc1-c1nc(N2CCCC2)c2ccccc2n1	-11	-3	-6	-17	8	4[20 µM]	1	1	-6
C=C(C)C1CC=C(C)/C(=N/NC(=O)CNc2ccc(OCC)cc2)C1 (stereo not given)	-6	-2	-3	-3	8	-13[20 µM]	7	4	9
COc1ccc(/C=N/n2cncn2)cc1COc1ccc(NC(C)=O)cc1	-1	-5	-1	-5	nt	-14[20 µM]	5	3	8
CCCCCCC1CC(CCC(=O)Nc2ccc([N+](=O)[O-])cc2)C(=O)O1 (stereo not given)	-1	0	-11	-8	13	-16[20 µM]	-1	-1	11
OC(CCN1CCCCC1)(c1ccccc1)C1CCCCC1 (stereo not given)	-7	-5	-2	-5	10&13&11	-14	3	1	15
Cc1nnc(SCc2ccccc2Cl)n(N)c1=O	2	2	3	-3	8	-22	9	1	30
Cc1cc(C)n(C(=O)CNC(=O)c2ccc3c(c2)OCCO3)n1	1	4	12	-4	6	-5	2	-3	5
O=c1[nH]c(NCc2ccco2)nnc1Cc1ccccc1Cl	6	-9	-2	-10	8	-11[20 µM]	12	4	9
CSCCC(NC(=O)c1ccccc1)C(=O)Nc1ccc(NC(C)=O)cc1 (stereo not given)	-4	0	28	-5	9	-4	11	3	38
CC1CN(S(=O)(=O)c2ccc(C(=O)NN3CCN(C)CC3)cc2)CC(C)O1 (stereo not given)	-8	3	8	-7	10	-24	1	-3	-4
CCS(=O)(=O)CCSc1nc2ccccc2o1	-3	3	10	-12	11	-9[20 µM]	1	-3	23
COc1ccccc1C(O)(C(=O)NN(C(=O)c1ccccc1)c1ccccc1C)c1cccs1 (stereo not given)	-2	2	5	7	6	-19[20 µM]	3	-2	8
COC(=O)C1(C)CCc2cc(OC)ccc2C1=O (stereo not given)	-4	-2	10	-9	7	-8	7	4	18
CC(C(=O)Nc1ccc2c(c1)OCO2)N1CCN(C)CC1 (stereo not given)	-6	22*	-3	1	15	-30	-1	0	2

Further results
SMILES	RBBP9 inhibitor	p97 inhibitor	TbHK1 inh	p47phox inh	PGE2 EP2 inh	Furin inh	BaF3 tox	Ba/F3 V617F tox	PPC-1+TRAIL kill
O=C(O)CCNC(=O)C12CC3CC(CC(C3)C1)C2	-4	-1	1	-14	5	-15	10	5	28
COC(=O)c1c(C)oc2ccc(N(C(=O)c3ccncc3)S(=O)(=O)c3ccc(C)cc3)cc12	-11	-3	-14	-35	18	-7[20 µM]	75*	86*	3
Cc1ccc(/C=C/C(=O)Nc2ccc([N+](=O)[O-])cc2)o1	-4	-5	-17	-3	6	-5	6	-1	20
COc1ccc(OC)c(NC(=O)COC(=O)c2cc3c(s2)CCC3)c1	-3	-1	2	-9	2	-22	4	-2	33
Cc1ccc(NC(=O)Cn2cnc3cc([N+](=O)[O-])ccc3c2=O)c(Cl)c1	-14	-6	-5	-10	9	-11	-1	5	11
CC(=O)c1c(N2CCC(C(N)=O)CC2)nc(=S)n(-c2ccccc2)c1C	4	1	-10	-16	5	-17[20 µM]	-2	-1	7
CCn1cc(C(=O)Nc2ccc(OC)c(S(=O)(=O)N3CCCCC3)c2)c(=O)c2ccc(C)nc21	-1	1	1	13	6	-9	8	-1	16
O=S(=O)(NCc1ccc(F)cc1)c1cccc(S(=O)(=O)N2CCOCC2)c1	-6	4	-1	-3	15&3	-25[20 µM]	5	-2	-23
CC(C)Oc1c(Br)cc(Br)cc1/C=N/NC(N)=S	-5	2	-5	-15	4	-14	5	0	14
CCOC(=O)c1ccc(S(=O)(=O)N2CCN(C(=O)c3cc(=O)c4ccccc4o3)CC2)cc1	-4	-4	-3	-4	4	-12	2	3	12
Cc1oc(-c2cccc(Cl)c2)nc1CN(C)C1CCOC1 (stereo not given)	-6	-5	-12	6	14	-23	2	-1	nt
CC(=O)Nc1nc(CCN2C(=O)c3ccccc3C2=O)cs1	-13	5	0	45*	2	-30	5	-2	4
CC1/C(=N/O)C(CN(C)C)C2CC1C2(C)C (stereo not given)	-10	3	3	0	9	-15[20 µM]	3	-2	24
Cc1cc(C)n(C(=O)CNC(=O)/C=C/c2ccccc2)n1	-2	7	4	6	14&9	-30	8	-2	27
COc1ccc(N2C(=O)CCC2(C#N)c2ccc(Br)cc2)cc1 (stereo not given)	-2	3	-1	-7	3	-15[20 µM]	0	-2	3
Cc1cc(C)n(-c2ccc(S(=O)(=O)N3CCCC3)cc2[N+](=O)[O-])n1	-6	-1	0	4	3	-19	-2	1	16
COc1cccc(NC(=O)CN(C)CC(=O)Nc2ccc(Cl)cc2[N+](=O)[O-])c1	-2	0	-7	-15	1	-13	6	-1	3
CCCCC(=O)O[C@]1(C(=O)CO)CC[C@H]2[C@@H]3CCC4=CC(=O)CC[C@]4(C)[C@H]3[C@@H](O)C[C@@]21C	-7	4	3	-7	19	-10	2	9	2
CCN(CC)S(=O)(=O)c1cc(OCC(N)=O)c(C)cc1Cl	9	8	1	-3	4	3	9	-1	-10
CCOc1ccc(C(=O)NCC(=O)OCc2c(C)noc2C)cc1OCC	-9	-2	0	5	5	-13	8	6	39
COc1ccc(/C=N/NC(=O)CCn2c3ccccc3c3ccccc32)cc1O	-2	3	-12	-14	4	-15[20 µM]	71*	78*	23
O=[N+]([O-])c1cc(-c2ccn[nH]2)ccc1Cl	-4	3	-3	-8	2	-23	7	1	2
CCN(CC)c1ccc(/C=N/NC(=O)c2ccoc2C)c(O)c1	-4	-8	-13	-12	8	-15	1	4	41
Cc1ccc(Nc2nc(N)nc(CN3CCN(Cc4ccc5c(c4)OCO5)CC3)n2)cc1Cl	-8	-2	-8	-11	6	-29	6	-3	-6
CCOC(=O)CCn1c(=O)c2c(nc(Br)n2Cc2ccccc2)n(C)c1=O	1	-1	1	-5	12&11	-13	3	-1	23
